Screens from PubChem BioAssay.
NR2E3 ag-1 – NR2E3 agonists in two-hybrid cells, primary screen, cell-based, luminescence, CHO-S, Gal4-NCOR/VP16-NR2E3; luciferase; inhibition of corepressor binding, % at 3.98 µM; 360,000 compounds, 0.35% hits; AID 602229, 2012;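 active = inhibition above the mean of all tested compounds plus 3 SD, cut at about 70% in these data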;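 note: 0% = DMSO with NR2E3 transfected cells and 100% = cells lacking NR2E3 construct; higher means lower luciferase signal from less NR2E3 corepressor binding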
Target sequence (Q9Y5X4 whole entry, looked up, the tested form may be a part): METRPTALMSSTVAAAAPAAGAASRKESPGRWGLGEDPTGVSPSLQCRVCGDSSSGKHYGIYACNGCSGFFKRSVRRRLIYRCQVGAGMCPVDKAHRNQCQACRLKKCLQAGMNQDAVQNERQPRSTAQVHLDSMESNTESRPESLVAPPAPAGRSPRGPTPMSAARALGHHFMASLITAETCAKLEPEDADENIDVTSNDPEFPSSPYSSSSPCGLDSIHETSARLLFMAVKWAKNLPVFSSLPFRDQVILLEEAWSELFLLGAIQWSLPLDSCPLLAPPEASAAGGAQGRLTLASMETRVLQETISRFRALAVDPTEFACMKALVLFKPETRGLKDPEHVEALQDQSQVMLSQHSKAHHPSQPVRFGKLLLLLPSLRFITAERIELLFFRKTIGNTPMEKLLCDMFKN
Peg3 prom inh – Peg3 promoter-driven luciferase inhibitors, primary screen, cell-based, HeLa, luciferase luminescence | HeLa PEG-Prom luciferase reporter, overnight | inhibition, % at 20 µM | 360,000 compounds, 1.7% hits;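 active = inhibition of at least 50% at 20 µM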
HIF-2a block – HIF-2a reporter inhibitors, primary screen, luminescence, 786-0 RCC cells; 360,000 compounds, 0.72% hits; inhibition, % at 18.8 µM; 786-0 RCC cells HIF-2a reporter, luciferase luminescence, overnight;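 active = inhibition of the luminescence signal of 40% or more relative to plate controls, in a single-dose primary screen at 18.75 µM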
NR2E3 ag-2 – inhibitors of NR2E3-RetCOR corepressor binding, primary screen, NR2E3 agonist project, biochemical, TR-FRET, GST-NR2E3, biotin-RetCOR; Photoreceptor-specific nuclear receptor (Homo sapiens), Q9Y5X4; 1536-well; inhibition of corepressor binding, % at 4.78 µM; 320,000 compounds, 0.12% hits; AID 2300, 2010;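 active = percent inhibition above the cutoff of mean plus 3 SD of all tested compounds, set per screening campaign, cut at about 20% in these data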;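 note: 0% = DMSO wells and 100% = biotin wells as full block of FRET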
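Material: NR2E3–RetCOR corepressor complex / Amount: 1.35 nM GST-NR2E3 / Medium: Tris pH 7.5 / Compound: single nominal compound dose of 4.8 µM / Incubation: 5 h at 4 °C / Technique: TR-FRET, Eu(K)-anti-GST donor, streptavidin-D2 acceptor, ex 340, em 617/671 nm / Read-out basis: percent loss of FRET ratio relative to control wells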
CF NFkB block – inhibitors of PAF-induced NF-kB signaling, primary screen, cell-based, GFP fluorescence, uHTS | KKLEB NF-kB-GFP reporter, GFP fluorescence overnight | AID 588850, 2011 | 360,000 compounds, 0.86% hits | inhibition, % at 5 µM;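 active = at least 50% inhibition at 5 µM, scaled per plate between neutral and stimulator controls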;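 note: PAF is a Pseudomonas aeruginosa culture filtrate used as stimulus; plate controls were PAF-stimulated DMSO wells for no effect and unstimulated DMSO wells for full effect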
TRPM1 prom inh – inhibitors of MITF-dependent TRPM1 promoter reporter, primary screen, cell-based, SK-MEL-5, single point, luciferase. inhibition, % at 12.5 µM. 330,000 compounds, 0.83% hits. SK-MEL-5 TRPM1 promoter luciferase, 24 h. AID 488899, 2010;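 active = mean inhibition across replicates of 60% or more, whatever share of single replicates reaches that level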; note: values of inactives mirror those of a sister screen read the other way
C8 TRAIL sens – viability loss with TRAIL in NB7+C8 cells, primary screen, TRAIL sensitizer project, cell-based, ATPlite luminescence; inhibition (viability loss, TRAIL sensitization), % at 10 µM; AID 624354, 2012; 360,000 compounds, 1% hits;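 active = compounds causing at least 50% loss of cell viability in the single-dose screen, relative to plate controls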
Shn3 3UTR inh – reduction of Shn3 3'UTR firefly luciferase signal, primary screen, Schnurri-3 inhibitor project, cell-based, Clone20 osteoblasts, set 2 | inhibition, % at 12.5 µM | Clone20 osteoblast Shn3 3'UTR firefly luciferase, 24 h | 360,000 compounds, 0.52% hits;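 active = mean inhibition of at least 75% with every replicate also reaching 75%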;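 note: 0% = median of neutral control wells and 100% = pilot-screen positive control compound; some compounds past the cut are filed as inactive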
KKLEB cytotox – cytotoxicity in KKLEB CF airway cells, primary screen, cytotoxicity control for CF NF-kB inhibitor project, cell-based, uHTS, fluorescence assay plates | KKLEB CF airway cells viability, ATPlite luminescence, overnight; active compounds read low; cells stimulated with P. aeruginosa culture filtrate | activity change (cytotoxicity), % at 5 µM | 360,000 compounds, 0.36% hits;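 active = corrected activity change at or below -50% at 5 µM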
iPSC survival up – enhancers of single-cell hiPSC survival, primary screen, ATPlite luminescence; 360,000 compounds, 0.044% hits; AID 602274, 2012; survival enhancement, % at 20 µM; 100% = ROCK inhibitor wells, 0% = DMSO; in the data active = survival enhancement above about 18%;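 note: cells exposed to compounds for 16 hours before the ATP read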
LMP1 NFkB inh – EBV LMP1-driven NF-kappaB luciferase reporter inhibitors, primary screen, cell-based, luminescence, single point; LMP1-induced NF-kappaB luciferase reporter cells; inhibition, % at 12.5 µM; 350,000 compounds, 0.69% hits; in the data active = inhibition above about 41%;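 note: 0% = neutral control wells and 100% = reference inhibitor control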
The depositor's hits bear a star; nt = not tested or not shown. These rows are one share of the data (hit frequency here may not be typical).

Values run as follows: NR2E3 ag-1	Peg3 prom inh	HIF-2a block	NR2E3 ag-2	CF NFkB block	TRPM1 prom inh	C8 TRAIL sens	Shn3 3UTR inh	KKLEB cytotox	iPSC survival up	LMP1 NFkB inh
- CCOc1ncccc1C(=O)N(C)CC(=O)Nc1ccc(F)cc1
 : -13	1	6	0	-8	-2	-3	-1	3	2.6	0
- O=C(OCc1c(-c2ccccc2)ncc2ccccc12)c1cccc(Br)c1
 : -26	14	-5	2	-11	-13	4	0	-6	-1.7	-17
- COc1ccc(CNC(=O)OC23CN(C(=O)OC(C)C)N(C(=O)OC(C)C)CC2(O)CN(S(=O)(=O)c2ccc(C)cc2)C3)cc1OC (stereo not given)
 : 2	21	-4	nt	15	nt	8	-6	-1	-1.6	-6
- CS(=O)(=O)N(CC(=O)NCCSCc1ccccc1)c1ccccc1F
 : 1	0	10	-1	0	3	6	7	4	0.1	2
- Cc1c(C(=O)O)cccc1-c1ccc(C=O)o1
 : -106	-137	-66	-3	0	-24	6	-22	9	-1.4	10
- O=C(CCSCCC(=O)NCc1ccccc1)NCc1ccccc1
 : 25	3	-7	3	2	1	-17	15	-2	-0.9	-15
- COC(=O)C1=NNC2C(=O)N(c3ccc(C)cc3)C(=O)C12 (stereo not given)
 : 10	11	5	-1	13	-2	3	-3	8	0.5	-7
- CCOC(=O)C1CCN(C(=O)CC(NS(=O)(=O)c2ccc(OC)cc2)C(C)C)CC1 (stereo not given)
 : -14	8	10	-1	5	12	7	20	-2	2.6	-6
- CC1(C(=O)NS(=O)(=O)c2ccccc2Cl)CCN1C(=O)Cc1cccc2ccccc12 (stereo not given)
 : -17	2	4	nt	3	nt	18	19	-6	-0.1	nt
- O=C(NNC(=O)c1cc2ccccc2o1)c1ccc(Cl)cc1
 : 1	13	11	-5	6	9	5	10	1	-0.6	-5
- FC(F)(F)c1ccc(Oc2ccc3cc(Br)ccc3c2)nc1
 : 3	-68	-87	-4	-10	-19	-3	-6	14	2.6	-4
- O=C(c1ccc(Br)cc1)N1CCN(c2ncccn2)CC1
 : -21	-4	14	-2	-4	-8	-3	-45	-6	-0.5	8
- COc1ccc(C(=O)NC2CCN(C(=O)NC3CCCCC3)CC2)cc1
 : -19	12	17	6	19	2	-3	-23	3	0.3	3
- O=[N+]([O-])c1cc(/C=N/O)ccc1N1CCCC1
 : -14	-12	-20	9	43	0	-3	1	-10	3.6	5
- O=C(NCc1n[nH]c(=S)n1-c1ccc([N+](=O)[O-])cc1)c1ccc(S(=O)(=O)N2CCOCC2)cc1
 : 15	8	12	6	-5	0	1	4	2	1.6	-2
- Cc1ccc(OCC(O)CN2C(=O)NC(C)(C)C2=O)c(C)c1 (stereo not given)
 : 4	-8	-12	5	1	2	-2	-25	4	-1.4	-2
- Cc1ccc(NC(=O)CCc2nnc3ccc(NCc4ccco4)nn23)cc1
 : 15	-48	-23	1	10	-4	17	-28	6	-0.7	-3
- COc1cccc(NC(=S)N(CCc2ccc(OC)c(OC)c2)Cc2ccccn2)c1
 : -8	2	-3	2	12	-7	4	7	4	-0.5	6
- COc1ccc(N2CCN(Cc3cc(=O)oc4cc(C)c(Cl)c(C)c34)CC2)cc1
 : -5	11	5	3	8	9	-20	1	7	1.2	-10
- COC(=O)c1c(-c2ccc(OC)cc2)sc2ccc(OC)cc12
 : -113	-362	-226	nt	4	-55	9	-134	-8	-0.4	-29
- O=C(NCc1nc2ccccc2[nH]1)C1=C[C@H](c2ccc3c(c2)OCO3)C[C@H](OCCCCO)O1
 : -32	22	6	5	-1	2	-4	-8	-3	-0.6	3
- CCCCC(C(=O)NC1CCCC1)N(Cc1ccccc1)C(=O)c1snc(C(N)=O)c1N (stereo not given)
 : -9	21	0	5	-9	2	-5	4	2	-0.2	-14
- CCOC(=O)CC12CN3CN(C1)CC(CC(=O)OCC)(C3)C2=O
 : -4	3	-4	2	1	20	13	7	8	-1.7	-7
- COc1ccc(NC(=O)CC2C(=O)Nc3ccccc3N2CC(=O)N2CCCC2)cc1 (stereo not given)
 : -1	-12	-14	5	-10	15	0	1	11	0.0	-9
- Cc1ccc(/C=C2\SC(=S)N(C3CCS(=O)(=O)C3)C2=O)cc1 (stereo not given)
 : 8	-11	4	4	-4	-5	-6	-29	29	-2.3	28
- CSc1nnc(-c2sc3cc(Cl)ccc3c2Cl)n1C
 : -64	-118	-177	1	5	-14	20	-8	-21	-2.2	-4
- COC(=O)C(Cc1ccccc1)NC(=O)CNC(=O)c1ccc(Br)cc1 (stereo not given)
 : -1	4	4	1	1	-3	6	-4	-2	-0.1	-5
- O=C1NCC(c2ccccc2)C1C(=O)N/N=C/c1ccc(Cl)s1 (stereo not given)
 : -23	8	4	-2	17	5	-8	15	-14	3.1	7
- Cc1ccc(NC(=S)NCCSc2ccc(Cl)cc2)cc1
 : 1	13	-8	-2	-2	-1	-2	-10	3	-0.4	-9
- O=C(NCc1cccs1)c1cccnc1SCCS(=O)(=O)c1ccc(C(F)(F)F)cn1
 : 0	-7	-13	-3	-2	nt	-7	nt	0	-0.4	nt

Reprinted from the part before: two compounds; new compounds follow.
Values run as follows: NR2E3 ag-1	Peg3 prom inh	HIF-2a block	NR2E3 ag-2	CF NFkB block	TRPM1 prom inh	C8 TRAIL sens	Shn3 3UTR inh	KKLEB cytotox	iPSC survival up	LMP1 NFkB inh
- Cc1ccc(NC(=S)NCCSc2ccc(Cl)cc2)cc1
 : 1	13	-8	-2	-2	-1	-2	-10	3	-0.4	-9
- O=C(NCc1cccs1)c1cccnc1SCCS(=O)(=O)c1ccc(C(F)(F)F)cn1
 : 0	-7	-13	-3	-2	nt	-7	nt	0	-0.4	nt
- CCCc1nnc(NC(=O)c2cn(CC)c3cc(N4CCN(C)CC4)c(F)cc3c2=O)s1
 : 16	-7	3	2	16	nt	5	-3	-2	-0.5	nt
- COc1c(C(=O)Nc2ccc3[nH]c(=O)[nH]c3c2)cc2ccccc2c1Br
 : 9	26	3	-4	6	-10	-3	20	-5	1.8	3
- CC(C)c1ccc(NC(=O)Nc2nc(C(N)C3CCCCC3)cs2)cc1 (stereo not given)
 : -6	95*	50*	nt	45	nt	88*	97*	-45	-4.4	nt
- CSc1sc(-c2nnc(SCC(=O)Nc3ccccc3)n2C)c2c1C=CCC2
 : -4	24	19	-1	9	nt	-2	nt	-9	1.1	nt
- COc1ccc(S(=O)(=O)N(CC(=O)NCC2CCCO2)Cc2ccccc2)cc1C (stereo not given)
 : 10	7	6	1	-4	-2	1	17	8	-0.5	3
- CCOC(=O)c1sc(NC(=O)c2ccc(S(=O)(=O)N3CCOCC3)cc2)cc1C
 : -11	10	19	2	-5	-1	-11	6	0	1.2	-6
- CCCc1ccc(-c2cc(NC(=O)CSc3n[nH]c(N)n3)n(-c3ccccc3)n2)cc1
 : -102	-122	-197	3	-7	-86	28	-30	-10	1.2	-47
- O=C(OCc1nc2ccccc2s1)c1cccc(S(=O)(=O)N2CCOCC2)c1
 : -64	-188	-200	0	7	20	17	-98	-7	-1.5	-9
- Cc1c(C(=O)N2CCN(c3ccccn3)CC2)cccc1[N+](=O)[O-]
 : -14	-5	11	5	15	-5	-9	-22	5	-0.5	6
- CCn1c2c(c3ccc(OC)cc31)CCCC2=O
 : -15	2	12	5	18	7	-9	2	11	0.7	2
- Cc1ccc2cc(CN(CC3CCCO3)C(=S)NCc3ccco3)c(=O)[nH]c2c1 (stereo not given)
 : -7	-3	7	1	2	21	-8	4	-5	0.6	7
- CN1OC[C@@H]2CN(C(=O)c3ccc(-c4ccccc4)cc3)[C@H](c3ccc(-c4cccc(F)c4)cc3)C[C@@H]21
 : -5	23	8	nt	-13	nt	-17	0	12	-1.2	-4
- O=C(Cn1cc([N+](=O)[O-])ccc1=O)Nc1ccc2c(c1)OCO2
 : -13	3	16	-2	5	7	4	14	-21	-1.3	0
- COc1cccc(NC(=O)NC2(C(=O)N3CCN(C)CC3)CCCCC2)c1
 : -18	2	7	1	-3	-13	-2	8	6	0.9	-17
- C/C=C/c1cccc(-c2nc(C(=O)NC3CCCC3)cc3c2[C@@H](CCO)N(S(=O)C(C)(C)C)C3)c1 (stereo not given in full)
 : -7	-20	0	nt	-9	nt	-7	1	-14	0.0	nt
- COc1ccc(CC(=O)NC2CC(C)(C)NC(C)(C)C2)cc1
 : -4	-15	13	2	-9	10	-4	-2	1	3.0	-7
- Cc1ccc(S(=O)(=O)NC(CC(C)C)C(=O)N2CCOCCOCCOCCOCC2)cc1 (stereo not given)
 : 18	-8	11	-2	8	-6	-25	7	-12	0.2	-4
- O=C(/C=C/[C@H]1O[C@@H](n2ccc(=O)[nH]c2=O)[C@H](O)[C@@H]1O)NCc1ccco1
 : 3	7	14	nt	1	nt	-9	6	-2	0.7	nt
- CCc1nc2ccc(C(=O)Nc3cccc(OC)c3)cn2c1N(CCC(C)C)CCN(C)C
 : -3	-15	-42	nt	2	nt	16	9	-4	-0.8	nt
- Cc1csc(SC(C)C(=O)Nc2ccc(S(=O)(=O)N3CCCC3)cc2)n1 (stereo not given)
 : 17	13	-6	0	10	6	17	-11	-38	-2.4	6
- CCOC(=O)Nc1ccc2c(c1)N(CCCN(C)C)c1ccccc1CC2
 : 6	-2	6	-1	8	-1	6	15	-3	2.0	-3
- Cc1ccccc1N1CCN(C(=S)c2ccc(-c3cccc([N+](=O)[O-])c3)o2)CC1
 : -16	-7	-10	2	-8	6	-2	2	14	0.5	-20
- CCOCCCNC(=O)CCNS(=O)(=O)c1ccc(C)cc1
 : 1	0	11	5	8	6	-28	-1	-11	2.1	-5
- CC[n+]1ccccc1/C=C1\Sc2ccc(C)cc2N1C
 : -8	14	-8	-2	-56	15	31	81	-8	-0.7	20
- CCOC(=O)COc1ccc2c(c1)C(=O)CC(C)(C)O2
 : 12	15	14	1	-6	-11	-5	-5	4	-2.2	0
- O=C(N/N=C/C=C/c1ccc(Br)cc1)C(O)c1ccccc1 (stereo not given)
 : 1	0	22	-1	-1	-1	-7	-7	8	-1.7	-4
- COc1ccc(CNC(=O)C(C)n2nc(C)c3c(C)n(-c4ccc(C)cc4)nc3c2=O)cc1 (stereo not given)
 : 8	16	7	0	-2	28	3	25	-13	-0.5	8
- CSCCC(NS(=O)(=O)c1ccc2c(c1)oc(=O)n2C)C(=O)NCc1cccs1 (stereo not given)
 : -12	-12	-2	-3	9	11	11	-25	8	-0.1	-7
